Source: PubChem
TEAD-YAP inh – TEAD-YAP interaction inhibition, primary screen, TEAD-YAP interaction inhibitor project, luminescence, HEK-TIYL cells; 640,000 compounds, 1.4% hits; TEAD-Gal4/YAP UAS-luciferase luminescence; AID 1259422, 2018; inhibition, % at 9.12 µM; in the data active = inhibition above about 32%;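 also: 0% = median of test compound wells and 100% = reference inhibitor wells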
MITF inh – MITF inhibitors, primary screen, biochemical, AlphaScreen, human; AlphaScreen MITF homodimerization, bead proximity signal; AID 1259374, 2018; Microphthalmia-associated transcription factor (Homo sapiens), O75030; 650,000 compounds, 0.91% hits; inhibition, % at 2.6 µM; in the data active = inhibition above about 50%;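 also: 0% = vehicle wells with protein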
Target sequence (O75030 whole entry, looked up): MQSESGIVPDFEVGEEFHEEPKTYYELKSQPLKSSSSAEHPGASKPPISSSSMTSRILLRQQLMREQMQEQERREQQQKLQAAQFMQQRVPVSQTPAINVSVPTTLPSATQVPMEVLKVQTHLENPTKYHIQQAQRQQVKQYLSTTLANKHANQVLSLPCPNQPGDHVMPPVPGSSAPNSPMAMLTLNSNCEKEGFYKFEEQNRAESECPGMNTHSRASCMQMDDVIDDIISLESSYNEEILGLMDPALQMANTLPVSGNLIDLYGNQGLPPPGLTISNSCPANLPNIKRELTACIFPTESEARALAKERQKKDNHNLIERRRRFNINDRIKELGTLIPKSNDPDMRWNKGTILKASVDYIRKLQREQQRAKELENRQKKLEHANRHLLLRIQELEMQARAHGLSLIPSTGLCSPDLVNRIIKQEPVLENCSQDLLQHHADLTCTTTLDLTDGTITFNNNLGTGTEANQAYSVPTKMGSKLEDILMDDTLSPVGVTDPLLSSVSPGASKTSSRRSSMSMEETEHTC
FBW7 act – FBW7 E3 ligase activators, primary screen, biochemical, AlphaScreen, human. AlphaScreen FBW7–phospho-cyclin E peptide binding, activator screen. AID 1259310, 2017. normalized activity (activation), % at 26.1 µM. 650,000 compounds, 0.13% hits; in the data active = normalized activity above about 1.9%;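 also: purified mutant Fbw7 with reduced substrate affinity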
GPR151 activ – activators of human GPR151, primary screen, cell-based, PathHunter beta-arrestin, luminescence; G-protein coupled receptor 151 (Homo sapiens), Q8TDV0; PathHunter beta-arrestin GPR151 cells; activation, % at 11.2 µM; 650,000 compounds, 1% hits; AID 1508602, 2020; in the data active = activation above about 4.9%;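 also: 0% = median of compound wells and 100% = cells with positive control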
Target sequence (Q8TDV0 whole entry, looked up): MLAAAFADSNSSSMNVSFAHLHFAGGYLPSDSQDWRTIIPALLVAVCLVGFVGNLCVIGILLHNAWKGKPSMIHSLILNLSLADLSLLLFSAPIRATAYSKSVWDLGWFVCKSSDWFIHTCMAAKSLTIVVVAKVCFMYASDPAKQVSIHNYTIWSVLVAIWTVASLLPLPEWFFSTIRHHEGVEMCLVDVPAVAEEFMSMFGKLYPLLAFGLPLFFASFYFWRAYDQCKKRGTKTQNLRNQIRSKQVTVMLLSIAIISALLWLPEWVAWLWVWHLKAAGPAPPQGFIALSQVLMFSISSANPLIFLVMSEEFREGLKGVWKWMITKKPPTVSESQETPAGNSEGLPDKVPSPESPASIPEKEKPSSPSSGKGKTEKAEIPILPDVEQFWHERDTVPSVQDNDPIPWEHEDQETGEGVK
Active calls of the source: *; nt = no result given. This is a random part of the collection; overall some 3.4% were active at least once.

nr | compound | TEAD-YAP inh | MITF inh | FBW7 act | GPR151 activ
1 | O=C(c1cc2cc(Br)ccc2oc1=O)N1CCN(Cc2ccccc2)CC1 | 7.3 | 4.6 | 0.7 | -1.7
2 | COc1ccc(S(=O)(=O)N(Cc2ccccc2)c2ccccc2C(=O)NC2CC2)cc1 | 46.9* | 3.8 | 1.6 | 0.5
3 | COCCn1nnnc1C(c1ccccc1)N1CCC(C(N)=O)CC1 (stereo not given) | 0.7 | -0.1 | 0.0 | 0.2
4 | O=c1/c(=C/c2ccccc2Cl)sc2nc(-c3ccccc3)nn12 | 3.8 | -4.0 | -0.2 | 0.8
5 | Nc1ccc(NS(=O)(=O)c2cccc(N)c2)cc1 | -8.7 | 4.2 | 0.0 | -0.6
6 | Cc1cc(C)c(S(=O)(=O)Nc2ccccc2C(=O)O)cc1C | 0.1 | -10.5 | 0.1 | -1.9
7 | Cc1ncc(CN2CCC(n3nccc3NC(=O)c3ccc4c(c3)OCO4)CC2)s1 | 7.2 | 10.0 | 0.4 | 1.6
8 | CCCCSc1nc2sc3c(c2c(=O)n1-c1ccc(OC)cc1)CCc1ccccc1-3 | 6.5 | 4.4 | 0.2 | 2.0
9 | O=c1c(S(=O)(=O)c2ccc(Cl)cc2)c[nH]c2ccccc12 | 6.9 | 10.1 | 0.0 | 1.8
10 | O=C(/C=C/c1ccc2c(c1)OCO2)NCCSC1CCCCC1 | -5.2 | 19.3 | 0.9 | 4.8
11 | Nc1nc(Nc2ccc(N3CCOCC3)cc2)cc(N2CCc3ccccc3C2)n1 | 2.7 | 8.0 | -0.1 | -0.7
12 | Cc1cc(NS(=O)(=O)c2ccc(Cl)cc2)ccc1O | -7.4 | -10.0 | -0.1 | -0.9
13 | CC(C)C(=O)Nc1cccc(C(=O)N2CCN(c3ccc(F)cc3)CC2)c1 | -0.3 | 3.8 | 0.0 | -0.9
14 | Cc1nc(Nc2ccccc2)nc(N(C)c2ccccc2)c1[N+](=O)[O-] | -0.2 | -1.2 | -0.2 | 0.4
15 | O=[N+]([O-])C(C(c1ccccc1)c1ccccc1)[N+](=O)[O-] | 1.1 | -2.9 | -0.1 | 1.1
16 | CCCCNS(=O)(=O)c1cnn(-c2ccccc2)c1Cl | 0.1 | -0.1 | 0.0 | 0.5
17 | Cn1c2ccccc2c2nnc(NCC3CCCO3)nc21 (stereo not given) | -12.6 | 5.2 | 0.0 | -0.3
18 | COC(=O)c1c(NC(=O)c2ccco2)sc(C(=O)Nc2cccc(OC)c2)c1C | 24.9 | -2.8 | -0.2 | -1.2
19 | CCNC(=O)N1CCC2(CC1)OCc1cc(-c3ccc(F)cc3)ccc1O2 | 1.3 | 18.9 | 0.1 | 1.1
20 | Cc1cccc(-n2ncc3c(Nc4c(C)cc(C)cc4C)ncnc32)c1 | 57.2* | 7.1 | 0.0 | 1.1
21 | COc1ccc2oc(=O)c(C(=O)Nc3ccc([N+](=O)[O-])cc3)cc2c1 | -14.7 | -1.0 | 0.0 | 1.4
22 | Cc1cccc(N(CC(=O)NCCCOC(C)C)S(C)(=O)=O)c1 | 9.9 | 40.2 | -0.1 | 0.0
23 | Cc1cc(NCc2cccc(C(F)(F)F)c2)nc(NCCCN2CCCC2=O)n1 | 22.4 | 17.2 | 0.2 | -1.3
24 | Cc1cccc(CSc2nnc(NC(=O)COc3ccc([N+](=O)[O-])cc3)s2)c1 | -11.0 | -5.3 | 0.0 | 2.1
25 | COc1cc(C(=O)NCc2ccccc2)c([N+](=O)[O-])cc1OC | 6.2 | 1.9 | 0.0 | -0.4
26 | CC1=C(C(=O)OC(C)(C)C)C(c2ccc(Cl)cc2)C(C#N)=C(SCC(=O)Nc2ccc(Br)cc2)N1 (stereo not given) | -1.0 | -6.5 | -0.1 | 0.5
27 | O=C(NCCc1ccccc1)[C@@H]1C=CCN1C(=O)c1ccccc1F | -2.5 | 17.9 | 0.1 | -0.6
28 | CC1=C(C(=O)Nc2cc(Cl)ccc2C)C(c2cccc(Br)c2)NC(=S)N1 (stereo not given) | 11.7 | 21.9 | 0.4 | -0.2
29 | C=CCn1c(SCC(=O)NC2CCCCC2)nnc1-c1ccc([N+](=O)[O-])cc1 | -2.4 | 0.9 | -0.1 | -0.9
30 | CCOc1ccc(NC(=O)COC(=O)c2cc(=O)c3ccccc3o2)cc1 | 13.7 | 2.0 | 0.0 | -0.5

Compound profiles (already shown). Order of values: TEAD-YAP inh, MITF inh, FBW7 act, GPR151 activ
Results for Cc1nc(Nc2ccccc2)nc(N(C)c2ccccc2)c1[N+](=O)[O-] : -0.2, -1.2, -0.2, 0.4
Results for O=C(c1cc2cc(Br)ccc2oc1=O)N1CCN(Cc2ccccc2)CC1 : 7.3, 4.6, 0.7, -1.7
Results for Cc1ncc(CN2CCC(n3nccc3NC(=O)c3ccc4c(c3)OCO4)CC2)s1 : 7.2, 10.0, 0.4, 1.6
Results for COC(=O)c1c(NC(=O)c2ccco2)sc(C(=O)Nc2cccc(OC)c2)c1C : 24.9, -2.8, -0.2, -1.2
Results for COc1ccc(S(=O)(=O)N(Cc2ccccc2)c2ccccc2C(=O)NC2CC2)cc1 : 46.9*, 3.8, 1.6, 0.5

The main list resumes; the two compounds before the break are reprinted first.
nr | compound | TEAD-YAP inh | MITF inh | FBW7 act | GPR151 activ
29 | C=CCn1c(SCC(=O)NC2CCCCC2)nnc1-c1ccc([N+](=O)[O-])cc1 | -2.4 | 0.9 | -0.1 | -0.9
30 | CCOc1ccc(NC(=O)COC(=O)c2cc(=O)c3ccccc3o2)cc1 | 13.7 | 2.0 | 0.0 | -0.5
31 | O=C(O)c1cccc(N/N=C/c2cccnc2)c1 | -34.2 | 8.4 | -0.1 | -1.0
32 | COc1ccc(C2CC(=O)C(C=Nc3ccc(C)cc3)=C(O)C2)cc1OC (stereo not given) | -1.8 | -1.8 | -0.2 | 1.5
33 | COc1cc2nc(Nc3cnccn3)nc(Nc3ccccc3)c2cc1OC | -7.1 | 20.0 | 0.1 | -1.4
34 | C[C@H]1NC(=O)[C@@H]2C[C@H](NCc3ccc(Cl)cc3)CN2C1=O | -11.1 | 13.6 | 0.0 | 0.1
35 | CNC(=S)NCCc1ccc(OC)cc1 | 1.2 | -12.0 | -0.1 | -1.2
36 | COc1ccccc1CNCc1c(C(=O)O)n(Cc2ccccc2)c2ccccc12 | 16.7 | -6.9 | -0.2 | 0.6
37 | O=C(NCCc1ccc(O)cc1)c1cnc(NCCCN2CCCC2=O)s1 | 2.5 | 19.8 | 0.0 | -0.8
38 | CCCCCSc1nnc2c(n1)OC(c1c(C)nn(-c3ccccc3)c1Cl)Nc1ccccc1-2 (stereo not given) | 4.0 | 12.6 | 0.1 | -0.1
39 | COc1ccc(NC(=O)C2(c3cccs3)CCOCC2)c([N+](=O)[O-])c1 | 0.5 | 19.2 | 0.1 | 3.2
40 | COCCCn1c(=O)c2sccc2n2c(CCCC(=O)N(C)Cc3ccco3)nnc12 | 2.5 | 6.8 | -0.1 | 0.5
41 | Cc1ccc(OCc2nnc(NC(=O)c3ccccc3)s2)cc1C | 2.2 | 9.8 | 0.1 | -0.7
42 | COCCOC(=O)c1c(NC(=O)CSc2cccc[n+]2[O-])sc(C(N)=O)c1C | -6.0 | -9.8 | 0.1 | -0.7
43 | COCCN(Cc1ccsc1)C(=O)NCc1ccc(OC)c(OC)c1 | 4.0 | 5.9 | 0.0 | -1.1
44 | Cc1ccccc1NC(=O)CCC(=O)N1CC(C)Sc2ccccc21 (stereo not given) | 6.9 | 6.0 | 0.0 | -2.0
45 | COc1ccc(N(CC(=O)Nc2cccc(C)c2)S(=O)(=O)c2c(C)noc2C)cc1 | -3.0 | 10.9 | 0.1 | 1.0
46 | COc1ccc(C2=NC(c3cccc(Cl)c3)NC(c3cc(Cl)ccc3O)C2)cc1 (stereo not given) | -3.0 | -4.7 | 0.1 | 4.0
47 | Cc1cc(C(=O)Nc2cc(C)n(Cc3ccc(Cl)cc3)n2)on1 | 4.0 | 9.2 | 0.4 | -0.5
48 | O=C(NCc1ccccc1)NC(O)C(Cl)(Cl)Cl (stereo not given) | 4.7 | 2.1 | 0.3 | 0.3
49 | Cc1ccc(C(=O)Nc2ccc(C)cc2[N+](=O)[O-])c(C)c1 | -20.9 | 3.4 | -0.1 | 0.5
50 | O=C(C1CCCCN1S(=O)(=O)c1ccccc1)N1CCCCC1 (stereo not given) | 0.4 | 10.3 | -0.1 | 0.5
51 | C=CCc1cccc([C@@H]2[C@@H](C)CC[C@H]3C(=O)N4[C@H](c5cccc(CC=C)c5)[C@@H](C)CC[C@H]4C(=O)N23)c1 | nt | 22.8 | 0.2 | -2.7
52 | O=C1NC(=O)/C(=C\c2cccn2-c2ccc(I)cc2)N1 | 21.1 | 12.7 | -0.1 | -0.8
53 | C=CCC1S/C(=N\N=C\c2ccc(OC)cc2)NC1=O (stereo not given) | -9.4 | 3.4 | 0.4 | -0.1
54 | Cc1ccc(-c2cc(C(=O)Nc3ccccc3[N+](=O)[O-])c3ccccc3n2)cc1 | 5.2 | 1.6 | 0.4 | 2.2
55 | Cc1n[nH]c(C)c1CCCCCOc1ccc([N+](=O)[O-])cc1 | 14.2 | -2.1 | 0.0 | 1.9
56 | O=C(CCC1(Cc2ccccc2)CCC(=O)N1)NCc1cn[nH]c1-c1ccc(F)cc1 (stereo not given) | -41.0 | 14.7 | -0.1 | -0.7
57 | COc1ccc(OC)c(NC(=O)CN2C(=O)C(C)SC(C)C2=O)c1 (stereo not given) | 4.3 | 4.0 | -0.1 | -2.4
58 | Cc1n[nH]c(C)c1CCC(=O)N1CCCC(c2c(S(C)(=O)=O)cnc3ncnn23)C1 (stereo not given) | -10.7 | 3.4 | -0.1 | -0.6
59 | Cc1nc2cnc(-c3cccnc3)cn2c1NC(=O)c1ccccc1 | 3.1 | -6.0 | -0.2 | 0.5
60 | Cc1ccc(OCC(=O)N2CCN(c3ccccn3)CC2)c(Br)c1 | -2.5 | 6.8 | -0.1 | 0.9
61 | Cc1cc(C)n(-c2ccc(N3CCCC(C(=O)Nc4ccc5c(c4)OCCO5)C3)nn2)n1 (stereo not given) | 13.5 | 16.2 | 0.2 | -5.5
62 | Cc1cccn2c(=O)c3c(nc12)CCN(C(=O)Nc1cccc(C(F)(F)F)c1)C3 | 7.0 | 50.6* | 0.0 | -0.6
63 | COc1ccc(N=Cc2c(O)n(-c3ccccc3)c(=S)[nH]c2=O)cc1 | -1.0 | 7.8 | 0.1 | -0.3
64 | O=C(CSc1ccc(-c2ccncc2)nn1)N1CCCC1 | -6.7 | -7.1 | -0.3 | -1.6
65 | CN1CCN(C(=O)c2ccc(-c3nc(NCc4ccccc4)c4ncn(Cc5ccc(C(F)(F)F)cc5)c4n3)cc2)CC1 | 5.8 | 3.2 | 0.0 | 0.2
66 | O=C(COc1ccc(Cl)cc1)NCc1cn2cc(Cl)ccc2n1 | 1.4 | -1.7 | -0.1 | 0.4
67 | CCN1C(=O)/C(=C/c2cn(CC(=O)NCC3CCCO3)c3ccccc23)C(=O)NC1=S (stereo not given) | -5.8 | 0.1 | -0.2 | 1.0
68 | COc1cc(C#N)ccc1OCC(=O)Nc1ccccc1Cl | 3.3 | -4.0 | 0.0 | -0.9
69 | CCCc1[nH]n(-c2ccc(F)cc2)c(=O)c1C=Nc1cccc2ccccc12 | 8.3 | 14.5 | 0.2 | -1.0
70 | OCC1=CC[N+]2(Cc3ccccc3)CCC(O)C12 (stereo not given) | -0.9 | -0.2 | -0.1 | 0.3
71 | CCn1cc(C(=O)NCC23CC4CC(CC(C4)C2)C3)c(=O)c2ccc(C)nc21 | -5.4 | 3.7 | 0.2 | -3.0
72 | CCS(=O)(=O)c1nc2ccccc2n1Cc1ccccn1 | 12.5 | -17.8 | 0.1 | -1.8
73 | CCC(C)NC(=O)c1cnc2ccccn12 (stereo not given) | 9.5 | 11.5 | 1.5 | -1.4
74 | CN(C)CCNC(=O)NC1(C(F)(F)F)Oc2ccc(Cl)cc2O1 (stereo not given) | -8.4 | 22.9 | 0.1 | -0.6
75 | CCC(C(=O)Nc1ccc(-c2cn3nc(OC)ccc3n2)cc1)c1ccccc1 (stereo not given) | -3.6 | 11.3 | 1.0 | -0.7
76 | CCOC(=O)C(C#N)c1nc2ccccc2nc1N1CCCCC1 (stereo not given) | -10.4 | -2.2 | 0.2 | -0.2
77 | COc1ccc(C(=O)NCc2nnc(SCC(=O)N3N=C(c4cccs4)CC3c3ccc(F)cc3)n2-c2ccc(F)cc2)cc1OC (stereo not given) | 17.0 | 1.1 | 0.0 | 0.5
78 | O=C(Nc1ccc(NC(=O)C23CC4CC(CC(C4)C2)C3)cc1)c1ccccc1Cl | -14.7 | -22.0 | 0.1 | 1.4
79 | COc1ccc(NC(=O)COc2ccc(-c3ccc(C#N)cc3)cc2)cc1 | 1.3 | 14.7 | 0.1 | 2.7
80 | O=C(CN1CCN(Cc2cccc(Cl)c2)C1=O)NCc1ccccc1 | -8.3 | -5.5 | -0.1 | 0.5
81 | Cc1ccc(Cl)cc1NC(=O)C1C2C3CCC(C3)C12 (stereo not given) | 1.1 | -6.4 | -0.1 | 2.0
82 | CCOc1ccccc1N1CCN(C(=O)c2ccc([N+](=O)[O-])cc2[N+](=O)[O-])CC1 | 3.5 | 10.0 | -0.2 | -0.3
